From PubChem BioAssay
USP1-UAF1 inh: USP1/UAF1 (human) deubiquitinase inhibition; O94782; recombinant USP1/UAF1, Ub-Rhodamine cleavage fluorescence; Potency, µM (titrated, usually from 57.1 µM), for the others: top-dose activity change, negative = inhibition, hits mostly inhibitors; 390,000 tested, 0.23% active; also: potency is read from the fitted curve at half-maximal effect; % is scaled to controls: 0 for no effect and ±100 for the full control effect; nearly all actives have a fitted effect of over 60% in size; inactives centre near -12
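USP1/UAF1 complex at 1 nM was preincubated with compound for 15 min at room temperature, then Ub-Rho substrate (150nM final) was added. Fluorescence (480/540 nm) was read kinetically, 6 reads every 60 seconds.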
RGS4 inhibitor: inhibitors of human regulator of G protein signaling 4 | Potency, µM (highest dose often 114 µM), for the others: at the highest dose activity change, negative = inhibition, actives largely listed as inhibitors | AID 504845 | Transcreener GDP fluorescence polarization, RGS4-accelerated GTP hydrolysis | 390,000 tested, 0.039% active | P49798; also: potency is read from the fitted curve at half-maximal effect; % is scaled to controls: 0 for no effect and ±100 for the full control effect; nearly all actives have a fitted effect of over 75% in size; some results filed as inactive show a strong effect at the top dose
Target sequence (P49798 whole entry, looked up): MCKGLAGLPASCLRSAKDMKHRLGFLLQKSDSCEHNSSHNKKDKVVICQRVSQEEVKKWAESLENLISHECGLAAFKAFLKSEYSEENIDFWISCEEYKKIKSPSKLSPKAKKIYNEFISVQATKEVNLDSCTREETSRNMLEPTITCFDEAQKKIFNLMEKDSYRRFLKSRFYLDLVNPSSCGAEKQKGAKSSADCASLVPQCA
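MLSMR compounds (23 nl, pin-transferred) preincubated 10 min at room temperature with a 500nM (2x) first reagent, then RGS4 at 900nM (2x) plus Transcreener GDP mix added; fluorescence polarization (620/688 nm) read before and after 90 min at 30 °C.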
IDH1 R132H inh: inhibitors of human mutant IDH1 R132H; O75874; IDH1-R132H enzyme, NADPH consumption, diaphorase/resazurin fluorescence; Potency, µM (top dose mostly 76.6 µM), for the others: at the top dose activity change, negative = inhibition, most hits filed as inhibitors; 390,000 tested, 0.093% active; also: potency is read from the fitted curve at half-maximal effect; % is scaled to controls: 0 for no effect and ±100 for the full control effect; nearly all actives have a fitted effect of over 65% in size
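IDH1-R132H (0.5 ug/mL dispensed) in pH 7.5 Tris buffer was preincubated 30 min with compound, then given a substrate mix of 0.016 mM NADPH and 2 mM alpha-KG for 80 min at room temperature; remaining NADPH was read by diaphorase/resazurin fluorescence.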
Vif-APOBEC3G blk: inhibitors of Vif-APOBEC3G interaction; Q9HC16; HeLa A3G-eYFP + Vif (tagged APOBEC3G with the HIV-1 protein that degrades it), YFP fluorescence, overnight; Potency, µM (top dose mostly 46.1 µM), without a hit: top-dose activity, negative = active, usual class: inhibitors; 410,000 tested, 0.076% active;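 also: potency is read from the fitted curve at half-maximal effect; % is scaled to controls: 0 for no effect and ±100 for the full control effect; nearly all actives have a fitted effect of over 60% in size; hits raise eYFP signal because A3G escapes Vif-driven loss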
Target sequence (Q9HC16 whole entry, looked up): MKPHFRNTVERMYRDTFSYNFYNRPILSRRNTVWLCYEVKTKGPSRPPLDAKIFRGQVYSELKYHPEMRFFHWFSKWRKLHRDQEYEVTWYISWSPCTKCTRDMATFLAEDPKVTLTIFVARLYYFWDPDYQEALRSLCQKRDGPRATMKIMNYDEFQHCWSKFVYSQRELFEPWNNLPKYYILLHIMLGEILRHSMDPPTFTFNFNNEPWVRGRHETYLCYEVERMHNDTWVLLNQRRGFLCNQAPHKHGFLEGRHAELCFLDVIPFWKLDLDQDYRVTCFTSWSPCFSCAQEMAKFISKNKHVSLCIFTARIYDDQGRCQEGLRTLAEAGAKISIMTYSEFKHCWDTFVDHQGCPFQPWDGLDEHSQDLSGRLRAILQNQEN
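Read-out is eYFP fluorescence (Ex 488/Em 500-530) from Vif-expressing HeLa A3G-eYFP cells; more signal means A3G escaped Vif-mediated degradation. Cells plated overnight, compound pinned in, incubated overnight at 37 deg C.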
rTrxR1 inhibitor: inhibitors of rat thioredoxin reductase 1 | O89049 | recombinant rTrxR1, NADPH fluorescence consumption, selenite substrate | Potency, µM (top dose mostly 114 µM), for the others: top-dose activity change, negative = inhibition, most hits filed as inhibitors | 390,000 tested, 1% active; also: potency is read from the fitted curve at half-maximal effect; % is scaled to controls: 0 for no effect and ±100 for the full control effect; nearly all actives have a fitted effect of over 65% in size
Target sequence (O89049 whole entry, looked up): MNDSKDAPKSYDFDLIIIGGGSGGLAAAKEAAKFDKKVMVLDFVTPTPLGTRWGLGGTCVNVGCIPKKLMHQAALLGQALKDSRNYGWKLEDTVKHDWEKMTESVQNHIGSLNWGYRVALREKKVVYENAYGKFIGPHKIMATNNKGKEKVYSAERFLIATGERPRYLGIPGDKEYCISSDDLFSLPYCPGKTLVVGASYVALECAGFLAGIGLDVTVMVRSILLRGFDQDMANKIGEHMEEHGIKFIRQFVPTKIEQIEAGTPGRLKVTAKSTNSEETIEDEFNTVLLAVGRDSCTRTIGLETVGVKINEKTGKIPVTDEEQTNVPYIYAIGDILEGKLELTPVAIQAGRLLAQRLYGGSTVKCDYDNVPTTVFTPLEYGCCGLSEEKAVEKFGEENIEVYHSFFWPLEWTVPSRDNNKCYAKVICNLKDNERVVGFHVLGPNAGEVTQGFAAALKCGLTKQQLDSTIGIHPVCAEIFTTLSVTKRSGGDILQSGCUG
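Rat TrxR1 (90 nM in the dispensed reagent) was pre-reduced with 400 uM NADPH for 5 min at room temperature, then incubated with compound for 15 min. After 400 uM selenite was added, NADPH fluorescence (Ex 340/Em 450 nm) was followed for 8 min.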
Vif-A3F inh: Vif-A3F binding inhibition; HeLa A3F-eYFP + Vif (tagged APOBEC3F with the HIV-1 protein that degrades it), YFP fluorescence increase; Potency, µM (titrated, usually from 46.1 µM), for the others: at the top dose activity, negative = active; 390,000 tested, 0.2% active; AID 602313; also: potency is read from the fitted curve at half-maximal effect; % of control where 0% means no effect; nearly all actives have a fitted effect of over 65% in size
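Fluorescence increase (Ex 488/Em 500-530) after overnight compound treatment at 37 deg C flags inhibition of Vif-driven A3F-eYFP loss in stable HeLa A3F-eYFP/Vif cells seeded overnight beforehand.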
TrxR1 substrate: substrates of rat thioredoxin reductase 1; Potency, µM (series often up to 114 µM), for the others: at the highest dose activity change, negative = substrate turnover; purified TrxR1 substrate turnover, NADPH consumption readout; 390,000 tested, 0.01% active; O89049; also: potency is read from the fitted curve at half-maximal effect; % is scaled to controls: 0 for no effect and ±100 for the full control effect; nearly all actives have a fitted effect of over 50% in size
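Rat TrxR1, dispensed at 90 nM, was prereduced with 400 uM NADPH (final) for 5 min at ~22 deg C, then incubated with compound 15 min before 400 uM selenite. A first-read NADPH fluorescence drop versus no-compound background flagged substrates.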
LDHA inh: blocks human lactate dehydrogenase A; activity change, % (values are at about 110 or 230 µM); P00338; AID 1347041; purified LDHA, NADH/diaphorase-resazurin fluorescence; active compounds read low; 480,000 tested, 0.15% active; in the data active = activity change below about -30%; inconclusive = mostly about -25% to -30%;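 also: plate controls were DMSO wells for no effect and wells without enzyme for full effect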
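Enzyme activity of human lactate dehydrogenase 5 (2 nM; 0.06 mM NADH, 0.2 mM pyruvate, 5 min, RT) is measured via a resazurin/diaphorase fluorescence readout of residual NADH.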
Glioma ERSR ind: inducers of ER stress response in human glioma cells | U87-MG GRP78 promoter luciferase reporter, 16 h | Potency, µM, for the others: top-dose activation, most hits filed as activators | 420,000 tested, 0.02% active; also: potency is read from the fitted curve at half-maximal effect; series mostly up to about 76 µM; % of control where 0% means no effect; nearly all actives have a fitted effect of over 35% in size
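Stably transfected U87-MG human glioma cells carrying a GRP78-based luminescent sensor were seeded at 1000 cells/well, pin-dosed with compounds and incubated 16 h. Luciferase reagent was then added, and end-point luminescence was read after 10 min at room temperature.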
Starred values were filed as active, the others as inactive; u = inconclusive; & = joins results of further samples; [ ] = remark or other dose. Unless noted, calls follow the shape of the dose curve; as a rule, active = well fitted curve in the direction sought with a large enough effect; inconclusive = small, poorly fitted or top-dose-only effect, or another doubt; inactive = no such curve, though single readings can be large; an effect the other way counts as inactive or inconclusive.

SMILES | USP1-UAF1 inh | RGS4 inhibitor | IDH1 R132H inh | Vif-APOBEC3G blk | rTrxR1 inhibitor | Vif-A3F inh | TrxR1 substrate | LDHA inh | Glioma ERSR ind
COc1cccc(NC(=S)N(Cc2ccc(C(=O)O)cc2)Cc2ccc(OC)c(OC)c2)c1 | -1.3% | -16.4% | -2.0% | 0.0% | -5.2% | 16.5% | -2.2% | -2.4 | 1.5%
CCc1cccc(OCCCCN(CC)CC)c1 | -8.0% | -10.2% | 6.4% | 0.2% | -1.6% | 2.2% | -3.1% | -11.5 | 3.0%
Cc1cc(C)nc(N2CCCC(C(=O)NCCC3=CCCCC3)C2)n1 (stereo not drawn) | -8.7% | 7.6% | 0.3% | -1.0% | 15.4% | -5.8% | 4.8% | -10.3 | -6.2%
N#CCSc1ccsc1C(=O)Nc1ccc(F)cc1 | -4.0% | -32.7% | 3.1% | 0.4% | -1.1% | -11.7% | -4.4% | 8.6 | 2.1%
CCCCCCCCCC(=O)NNC(=O)c1c(O)c2ccccc2n(CC)c1=O | u | -10.5% | 4.7% | -0.5% | 8.7%[57.1 µM] | -1.4% | 7.3%[57.1 µM] | -5.3 | -2.4%
Cc1csc(NC(=O)CSc2ccc3nnc(CCNS(=O)(=O)c4ccccc4)n3n2)n1 | -3.8% | -10.1% | 0.6% | 0.7% | 1.0% | -10.5% | 1.4% | -4.6 | -2.6%
Cc1cc(=O)oc2cc(OC(=O)C3CCN(C(=O)c4ccc(F)cc4)CC3)ccc12 | 1.8% | 5.0% | -3.2% | -1.7% | u | u | 283.4%[activator] | -3.0 | -2.2%
CCCN1CCC(=O)N([C@H](COc2ccccc2)c2ccccc2)CC1 | -16.4% | 0.5% | -12.9% | 2.5%&-1.4% | 2.3%&-12.5% | 7.6% | -0.4%&1.1% | 0.5 | 0.7%&-1.5%
c1cn2c(Nc3ccc4c(c3)OCCO4)c(-c3ccc(N4CCOCC4)cc3)nc2cn1 | -6.8% | 9.3% | -6.2% | -12.5% | 5.5% | 1.7% | -4.0% | 2.3 | 11.9%
O=C(N/N=C/c1ccccc1OC(F)F)NC1CCCCC1 | -20.7% | 5.6% | 23.7% | -2.6% | 17.8% | -10.0% | 3.1% | -4.7 | -3.2%
Cc1ccc(NC(=O)c2nc(S(C)(=O)=O)ncc2N(Cc2ccccc2)Cc2ccco2)c(C)c1 | -13.8% | -12.5% | -11.6% | 1.6% | 22.3% | 3.4% | -1.3% | -5.0 | -2.3%
COc1ccc(NC(=O)CN(C)S(=O)(=O)c2cnc[nH]2)cc1Cl | -10.0%&-2.8% | -0.4%[11.4 µM] | 5.8%&-11.4% | 2.4%&3.1% | -16.6%&-14.8% | -9.7%&1.4% | -9.1%&-7.5% | -4.2&-3.8 | 3.3%&0.4%
COc1ccc(S(=O)(=O)NCCc2nnc3ccc(SCC(=O)Nc4ccccc4C)nn23)cc1 | u | 30.9% | 10.0% | 3.5% | 10.5% | -7.1% | -6.9% | -5.7 | -1.3%
Cc1ccc(C)c(OCCn2cc(C(=O)O)c3ccccc32)c1 | -23.7% | 8.7% | 32.9µM* | -8.5% | -18.9%[57.1 µM] | -1.1% | -11.3%[57.1 µM] | -12.2 | -4.8%
COc1cc(/C=C2\C(=O)ON=C2c2ccccc2)cc(OC)c1OC | -19.9% | u | 1.3% | -3.0% | 17.8µM* | -18.8% | 5.2% | -35.5* | -16.0%
O=C(CCc1c[nH]c2ccccc12)N[C@@H](Cc1c[nH]c2ccc(O)cc12)C(=O)O | -21.7% | 14.2% | -6.6% | 1.0% | 2.3% | 0.4% | -3.5% | -0.8 | -4.0%
COc1cccc(C(=O)OCC(=O)NC2CCCc3ccccc32)c1O (stereo not drawn) | -19.6% | -3.0% | 0.0% | 0.0% | 26.4% | 3.9% | 5.7% | 6.2 | -3.8%
COc1ccc(OC)c(NC(=O)CSc2nnnn2-c2ccc3c(c2)OCO3)c1 | -10.4% | -1.7% | -1.9% | 0.0% | 16.8% | -21.0% | 10.2% | -8.8 | -3.0%
COCC(C)NS(=O)(=O)c1ccc(C(=O)NC(Cc2ccccc2)c2ccccc2)cc1 (stereo not drawn) | -14.3% | 6.7% | 2.9% | 1.2% | 35.6% | 0.7% | 2.9% | -6.9 | 2.1%
COc1cccc(CNC(=O)CCc2c(C)nc3c(c2C)c(=O)n(C)c(=O)n3C)c1 | -12.5% | 19.3% | 25.6% | 3.0% | 8.2% | -6.9% | -3.3% | -8.2 | 1.8%
COc1ccc(/C=C(\NC(=O)c2cccs2)C(=O)Nc2cccc3ccccc23)cc1OC | -22.9% | -7.8% | -0.5% | 0.5% | 19.3%[57.1 µM] | 20.2% | 9.4%[57.1 µM] | -0.1 | -2.2%
CCC1(C)Cc2ccccc2-c2nc(NCCO)n(-c3ccc(C)cc3)c(=O)c21 (stereo not drawn) | -22.1% | -34.8% | 5.2% | 4.7% | 19.1%[57.1 µM] | -8.9% | 77.0%[activator][57.1 µM] | 2.6 | -1.9%
Cc1nn(C)cc1CNC(=O)c1cnn2c(C(F)F)cc(C3CC3)nc12 | -11.2% | 3.2% | -0.1% | -1.2% | 4.7%[57.1 µM] | 4.9% | 7.5%[57.1 µM] | -9.2 | -3.2%
CCC(=O)Nc1ccc(NC(=O)CSc2nnnn2-c2ccc3c(c2)OCCO3)cc1 | 7.6% | u | -4.5% | -0.8% | 6.4%[57.1 µM] | 4.0% | 2.0%[57.1 µM] | -8.4 | -4.3%
Cc1cc(C)cc(CC2CC(=O)N(c3cc(C)ccc3C)C2=O)c1 (stereo not drawn) | -13.5% | -10.1% | 11.7% | -5.0% | 2.6%[57.1 µM] | 5.3% | 2.9%[57.1 µM] | 1.2 | -6.2%
CC(=O)Nc1ccc(S(=O)(=O)Nc2ccc(N3CCOCC3)c(F)c2)cc1 | -21.9% | -6.0% | 0.1% | -1.4% | 6.5% | 2.1% | 1.2% | 3.5 | -4.6%
CC(C)(C)Nc1nc(NC(C)(C)C)nc(-n2ccnc2)n1 | -22.2% | -11.3% | 1.6% | 2.4% | 11.8% | -3.1% | 4.0% | -3.3 | 0.4%
C/C(=N/Nc1ccccc1[N+](=O)[O-])c1ccc(C)c([N+](=O)[O-])c1 | -27.0% | -12.1% | 0.0% | 1.3% | 24.1% | 0.1% | 2.6% | -0.9 | -1.0%
OC(COc1ccc2cc(Br)ccc2c1)CN1CCCC1 (stereo not drawn) | -13.8% | -16.5% | 5.3% | 0.4% | 0.6% | -8.4% | -1.3% | 3.9 | -0.8%
CCCCNC(=O)Nc1ccccn1 | -20.1% | -25.3% | 5.5% | -1.5% | 15.4%[57.1 µM] | -7.0% | 11.6%[57.1 µM] | -10.2 | 0.3%
COc1ccc(C(=O)c2oc3ccc(OC)cc3c2N)cc1 | -18.9% | -17.2% | 0.0% | 6.5% | -2.1%[57.1 µM] | 0.9% | 11.8%[57.1 µM] | 3.6 | 3.8%
O=C(CCc1nc(-c2ccccc2Cl)no1)NCc1ccco1 | 0.2% | 34.1% | 5.6% | -1.4% | 3.0% | 7.9% | -1.5% | -7.1 | -0.2%
Cc1cccc(CC(=O)NC2CCN(C)CC2)c1 | -8.7% | -6.4% | 0.7% | -2.1% | 6.2% | 5.5% | -0.3% | -5.0 | -3.7%
COc1cc(OC)c(OC)cc1CN1CCCC(C(=O)c2ccccc2SC)C1 (stereo not drawn) | -13.5% | -30.1% | 0.1% | 1.6% | -37.8% | -3.5% | -1.1%[57.1 µM] | 1.7 | -5.4%
CC(=O)Nc1ccc(S(=O)(=O)NCC2CCC(C(=O)N3CCN(c4ccccn4)CC3)CC2)cc1 (stereo not drawn) | -7.4% | -11.1% | 6.3% | -2.6% | -3.9%[57.1 µM] | 0.9% | 12.4%[57.1 µM] | -2.1 | -1.6%
CCCc1[nH]nc2c1C(c1ccc(OC)cc1OC)C(C#N)=C(N)O2 (stereo not drawn) | -18.4% | -33.2% | 6.8% | -6.0% | u | -1.6% | -1.4% | 13.8 | -3.0%
CCOP(=O)(OCC)/C(=N/OC(=O)c1ccc(OC)cc1)C(N)=O | -1.3% | -2.4% | 10.7% | -10.7% | -6.5%[11.4 µM] | -23.3% | -2.4%[11.4 µM] | -3.8 | -7.2%
CCOc1ccc(CC(=NCCO)C2=C(O)CC(C)(C)CC2=O)cc1OCC | -23.4% | -23.6% | 2.9% | -9.2% | 5.1% | -9.1% | 1.0% | 3.9 | -4.6%
Cc1ccc(NC(=O)Cn2c(=O)n(Cc3nc(-c4ccccc4)no3)c(=O)c3cc4c(cc32)OCO4)c(C)c1 | -20.9% | 30.5% | 0.0% | -0.5% | 2.7% | u | -2.4% | -9.7 | -3.8%

Taken from above:
In Vif-A3F inh, CCC1(C)Cc2ccccc2-c2nc(NCCO)n(-c3ccc(C)cc3)c(=O)c21 (stereo not drawn) has the entry -8.9%
In rTrxR1 inhibitor, CCOP(=O)(OCC)/C(=N/OC(=O)c1ccc(OC)cc1)C(N)=O has the entry -6.5%[11.4 µM]

Some of the compounds tested (hit frequency here may not be typical).
